Source: PubChem BioAssay (several laboratories)
HSF1 activator: HSF-1 activators, primary screen, NIH3T3-HGL cells, MG132 stress, luminescence, single point; NIH3T3-HGL HSF-1 luciferase reporter, 8 h; 100% = twice DMSO control signal; activation, % at 9 µM; hit rate 1.7% among 300,000; AID 504408, 2011;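 active = mean replicate activation of at least 50% with a set share of replicates each reaching 50%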;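 note: 0% = median of the neutral control wells and 100% = twice that signal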
AI-2 QS modul: Vibrio harveyi AI-2 quorum sensing modulators, primary screen, JMH597 strain, luminescence/OD600 ratio; Vibrio harveyi JMH597 AI-2 luminescence/OD600 ratio, 9 h; stronger effect = lower value; strain lacks LuxN and CqsS sensors; 0 = neutral-control median; activity change, % at 7.5 µM; hit rate 0.4% among 300,000; AID 2094, 2009; in the data active = activity change below about -75%, passing the limit was not always enough;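 note: luminescence divided by OD600 gain over 9 h not by final OD600 alone; inactives centre near 13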
HSP90 refold inh: HSP90 inhibitors, primary screen, cell lysate, luminescence; Heat shock protein HSP 90 (rabbit reticulocyte lysate; luciferase refolding); Rabbit reticulocyte lysate, luciferase refolding luminescence, 3 h; inhibition, % at 5.6 µM; hit rate 0.91% among 290,000; AID 1789, 2009;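 active = inhibition above the screen-wide mean plus 3 SD, computed separately per campaign, cut at about 16% in these data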;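 note: 0% = DMSO wells and 100% = 60 µM geldanamycin wells; inhibitors lower the luminescence because luciferase stays unfolded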
HDAC3 inhib: HDAC3 deacetylase inhibitors, primary screen, biochemical, fluorescence, cell-free homogeneous; Histone deacetylase 3 (Homo sapiens), O15379; recombinant HDAC3, fluorogenic peptide/trypsin coupled; inhibition, % at 8.3 µM; hit rate 0.15% among 320,000; in the data active = inhibition above about 26%, passing the limit was not always enough
Target sequence (O15379 whole entry, looked up): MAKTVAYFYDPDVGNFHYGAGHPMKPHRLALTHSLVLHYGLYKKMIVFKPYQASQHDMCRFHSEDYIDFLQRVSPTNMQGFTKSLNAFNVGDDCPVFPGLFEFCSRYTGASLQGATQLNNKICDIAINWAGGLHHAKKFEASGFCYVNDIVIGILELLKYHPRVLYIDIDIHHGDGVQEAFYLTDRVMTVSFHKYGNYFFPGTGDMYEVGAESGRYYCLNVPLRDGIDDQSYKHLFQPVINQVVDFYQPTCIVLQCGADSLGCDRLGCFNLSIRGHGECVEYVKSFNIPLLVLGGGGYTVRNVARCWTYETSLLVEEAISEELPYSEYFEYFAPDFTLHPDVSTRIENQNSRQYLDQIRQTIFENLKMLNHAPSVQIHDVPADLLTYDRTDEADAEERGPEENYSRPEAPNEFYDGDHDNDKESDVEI
KLF5 inh: KLF5 expression inhibitors, primary screen, DLD-1 cells, luminescence | DLD-1 KLF5 promoter-luciferase reporter | inhibition, % at 5 µM | hit rate 0.23% among 290,000;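 active = inhibition above a per-plate limit of that plate's mean compound inhibition plus 3 SD, cut at about 60% in these data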;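 note: 0% = DMSO wells and 100% = LY294002 at 200 µM; higher means less KLF5 promoter-driven luciferase light; inactives centre near -14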
IEC-6 tox: cytotoxicity in IEC-6 intestinal epithelial cells, primary screen, cytotoxicity control for KLF5 inhibitor project, cell-based, luminescence | IEC-6 cytotoxicity, luminescence viability | inhibition, % at 5 µM | hit rate 0.78% among 290,000 | AID 1825, 2009; in the data active = inhibition above about 22%;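 note: 0% = plate median of test compound wells and 100% = cytotoxic reference compound wells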
aSyn UTR inh: MLPCN primary screen, SNCA 5' untranslated region | alpha-synuclein 5'UTR reporter, inhibitor activity | inhibition, % (tested at 7.5 µM) | hit rate 0.82% among 300,000 | AID 1813, 2009; in the data active = inhibition above about 60%;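 note: H4 neuroglioblastoma cells stably carrying SNCA 5'UTR luciferase fusion; 0% = DMSO wells and 100% = positive control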
HSF1 inh: HSF1 inhibitors in luciferase reporter cells, primary screen, cell-based, NIH3T3, luminescence; NIH3T3-HGL HSE-luciferase, MG132-induced, luminescence 8 h; stronger effect = lower value; activity change, negative = inhibition, % at 7.5 µM (by protocol); hit rate 0.77% among 300,000;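 active = more than half of replicate wells show activity change below -50%, luminescence cut by over half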;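 note: luciferase reports HSF-1 transcriptional activity via heat shock element; 0% = median of DMSO wells and -100% = zero luminescence signal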
Platelet DG rel: inhibitors of platelet dense granule secretion, primary screen, cell-based, MLPCN, human platelets. human platelet-rich plasma, SFLLRN dense granule ATP release, luminescence. inhibition, %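 (compounds screened at 7.5 µM in platelet-rich plasma)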. hit rate 0.22% among 300,000;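 active = mean replicate score, as percent of positive control, at or above 50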
HIF act: HIF pathway transcriptional activators, primary screen, cell-based, U2OS HRE-luciferase, luminescence. AID 1910, 2009. hit rate 0.32% among 300,000. activation, % at 7.5 µM (by protocol). U2OS HRE-luciferase reporter; normalized: DMSO 0%, desferrioxamine 100%;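 active = mean activation of at least 10% of the iron chelator positive control signal, with at least half of replicates also reaching 10%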
* marks the source's active call; other numbers are inactive results; / = no result given.

molecule	HSF1 activator	AI-2 QS modul	HSP90 refold inh	HDAC3 inhib	KLF5 inh	IEC-6 tox	aSyn UTR inh	HSF1 inh	Platelet DG rel	HIF act
CCOC(=O)c1cc2n(c1C)-c1ccccc1C2=O	26	4	-1	0	-46	3	-108	12	2	1.7
O=C(Cn1c2[n+](c3ccc(C(F)(F)F)cc31)CCCCC2)c1cccc([N+](=O)[O-])c1	10	24	-2	-8	-26	6	-12	5	0	0.0
Oc1ccc(CN2CCCCC2)nc1-c1ccccc1	2	9	1	-8	-31	-4	1	1	8	-0.3
CCOc1cc(C2C(C#N)=C(N)OC(C)=C2C(C)=O)cc(Br)c1O (stereo not drawn)	4	6	-4	-3	-36	-5	13	-5	0	0.0
Clc1ccc(-c2cn3cc(Br)ccc3n2)cc1Cl	-16	50	-1	5	-10	1	-40	-18	0	0.4
CC(=O)Nc1ccc(NC(=O)CSc2nnnn2-c2ccc3c(c2)OCCO3)cc1	7	15	3	0	-4	2	-11	3	1	-0.5
CC1Oc2ccccc2N(CC(=O)NCCc2ccccc2)C1=O (stereo not drawn)	6	28	2	1	-7	2	-7	2	11	-0.1
CCCC(C(=O)NC1CCCC1)N(C(=O)c1snc(C(N)=O)c1N)c1ccc(OCC)cc1 (stereo not drawn)	8	-24	1	-6	-2	-11	-8	-1	1	0.1
O=C(CNC(=O)c1ccco1)Nc1ccc(Cl)cc1	-2	-9	-5	0	-65	-4	-70	5	-4	2.2
CCOC(=O)c1[nH]c2ccc(F)cc2c1NC(=O)CN1CCN(C/C=C/c2ccccc2)CC1	-1	26	-2	1	3	4	2	4	40	-0.2
CC(C)NC(=O)CCn1c(=S)oc2ccccc21	4	18	6	1	-11	4	6	7	3	0.0
CCOC(=O)C1CCN(C(=O)COc2ccc(S(=O)(=O)N3CCCC3)cc2C)CC1	-8	18	0	-4	-2	-6	6	4	2	-0.1
O=C(Nc1ccc(Cl)cc1F)c1ccc(COc2c(F)c(F)c(F)c(F)c2F)o1	3	11	3	0	20	0	15	0	36	-0.1
Cc1oc2ccc(O)cc2c1C(=O)c1ccc(Br)cc1	-7	9	/	1	/	/	-62	6	7	1.4
CCNc1nc(Oc2c(Cl)cccc2Cl)cc(C(F)(F)F)n1	4	12	0	7	-19	4	5	-10	0	-0.5
Cc1nn(CC(=O)NC(=O)NC2CCCCC2C)c(=O)c(C#N)c1C (stereo not drawn)	-23	22	/	-2	/	/	4	-3	5	-0.2
CCCCOc1ccc(N(CC(=O)NC2CCCCC2)C(=O)c2snc(C(N)=O)c2N)cc1	3	31	1	-14	-13	-4	-20	1	7	-0.6
O=C(NCc1nc2ccccc2[nH]1)c1cccs1	-11	30	-1	/	-30	-9	-64	1	6	1.3
O=C(Cc1ccccc1Cl)N/N=C/c1cccnc1	25	13	0	/	5	0	6	0	-1	0.1
C=CCOc1cccc(C2C(C(=O)c3ccc(C)o3)=C(O)C(=O)N2CCN(C)C)c1 (stereo not drawn)	/	/	0	0	9	-4	/	/	/	/
Cc1ccc(S(=O)(=O)N(CC(=O)Nc2cccc(C)c2C)C(=O)N2CCN(C)CC2)cc1	12	7	/	/	/	/	-17	4	-3	-2.0
CC(=O)c1ccc(OC(=O)N(c2ccccc2)c2ccccc2)cc1	43	-16	7	4	-6	3	-4	6	-8	0.1
COc1ccccc1-c1c(NC(=O)c2ccco2)n(-c2ccccc2)nc(C)c1=O	-9	18	4	/	-10	-2	-10	-4	4	0.2
CC(OC(=O)CN1C(=O)C2CC=CCC2C1=O)C(=O)Nc1ccc(F)cc1Cl (stereo not drawn)	6	45	2	3	-44	0	-14	-3	25	0.2
Cc1ccc(SCc2cc(=O)[nH]c(Nc3nc(C)c4ccc(C)cc4n3)n2)cc1	0	30	2	-2	27	0	30	-3	-11	0.7
CCN(c1ccccc1)S(=O)(=O)c1nnc(NC(=O)c2ccco2)s1	10	0	-1	0	-6	-6	-11	-2	0	-0.7
S=C(Nc1ccccc1)N1CCn2c1nc1ccccc12	3	35	3	3	-19	17	-33	-1	-4	0.0
O=C(CCc1nc(-c2ccccc2)no1)NCC1CCCO1 (stereo not drawn)	-4	19	7	-5	-20	-1	-14	-6	-7	0.4
CCOP(=O)(OCC)/C(=N/OC(=O)c1ccccc1C)C(N)=O	28	37	0	3	-23	-9	15	0	10	0.0
COc1cc(NC(=O)c2ccc(Cl)cc2Cl)ccc1-c1cc2ccccc2oc1=O	12	36	-7	4	-48	-9	46	-5	-12	-0.4
O=C(CCN1C(=O)c2ccccc2S1(=O)=O)N1CCN(c2ccccc2F)CC1	-1	0	/	-3	/	/	0	-4	4	0.2
C=CCN(CC=C)S(=O)(=O)c1ccc(F)cc1	-9	22	1	-8	-2	8	15	-3	7	-0.4
O=C(Nc1ccc2oc(=O)ccc2c1)c1ccc(-c2ccc(Cl)cc2)o1	-2	1	2	0	-32	-1	18	1	-4	1.3
CCOc1ccccc1Nc1nc(-c2sc(NC(=O)c3ccco3)nc2C)cs1	24	17	9	-2	-7	1	30	2	-16	-9.1
Cc1ccn2cc(CC(=O)O)nc2c1	-10	31	0	-3	-5	1	-15	-4	-1	-0.5
Cc1ccc(S(=O)(=O)NCc2c(Cl)cccc2Oc2ccccc2)cc1	5	28	-3	8	12	-2	19	-3	8	1.4
O=C(Nc1ccc(F)cc1)c1oc2ccccc2c1NC(=O)C1CC1	-2	20	1	10	-30	-7	-46	-3	-22	0.5
CCc1cc(=O)[nH]c(SCC(=O)NCc2ccc3c(c2)OCO3)n1	-5	32	/	-3	/	/	-1	-4	-13	0.2
O=C(C1CCN(CCCc2ccccc2)CC1)N1CCCCC1	6	18	6	/	10	2	4	-12	2	0.1
COC(=O)c1cc2ccsc2n1Cc1ccccc1F	-8	13	1	-3	-8	2	18	12	-10	-0.3
COc1ccc(Cl)cc1-c1n[nH]c(=S)n1C1CCCCC1	-5	1	1	2	-21	-3	14	-4	7	0.9
CCc1nc2ccccc2c(C(=O)OCC(=O)Nc2ccc(S(=O)(=O)N3CCOCC3)cc2)c1C	-16	9	0	-1	1	3	-12	-1	3	-0.2
O=C(NC1CCCCC1)N1CCC(c2nc3ccc(Cl)cc3[nH]2)CC1	3	40	1	-1	-17	-5	37	-2	9	-0.4
O=C1c2[nH]nc(-c3ccccc3O)c2C(c2ccc(F)cc2)N1Cc1ccco1 (stereo not drawn)	2	23	0	16	18	-5	11	-3	-1	-0.3
c1ccc2c(CN3CCSCC3)cccc2c1	-13	20	5	0	-12	2	18	-3	-6	0.0
C/C(CC(=O)Nc1ccc2c(c1)OCCO2)=N\NC(=O)COc1cccc(C)c1	4	17	-1	3	-3	-2	0	-2	5	0.1
O=C(O)CC12CSc3[nH]c(=O)sc3C1c1ccccc1OC2=O (stereo not drawn)	-12	3	0	-5	-12	-2	33	-4	-4	-0.4
COc1ccc(C2CC(=O)C=C(NCC3CCCO3)C2)cc1 (stereo not drawn)	37	13	-1	-12	-12	2	-7	1	/	0.0
O=C(c1ccc2oc(CCCc3ccccc3)nc2c1)N1CCCCC1CO (stereo not drawn)	8	3	-6	1	-134	-6	-87	9	-2	3.6
CCOc1ccc(S(=O)(=O)NCCC(=O)Nc2cccc(C(=O)OC)c2)cc1	10	13	0	0	-58	0	12	0	6	0.7
CC(C)(C)c1cc[n+](CC(=O)Nc2cc(C(F)(F)F)ccc2N2CCOCC2)cc1	-8	-1	0	1	-10	5	8	-5	13	0.6
Cc1ccc(C)c(/C=C2\N=C(c3ccccc3F)OC2=O)c1	-5	-1	-4	1	-16	-3	-32	0	10	0.2
Cc1ccc(N(CC(=O)NCc2ccc(F)cc2)C(=O)c2ccco2)cc1C	7	6	2	6	-10	-2	12	7	3	0.2
CCc1nnc(NC(=O)CSc2nnc(CNc3ccc(OC)cc3)n2C)s1	-18	22	5	-3	-14	2	6	-19	3	0.1
Cc1ccc(S(=O)(=O)CC2CSc3nc(N)cc(=O)n32)cc1 (stereo not drawn)	-1	9	-1	-4	9	4	-27	5	-1	0.2
Cc1sc2nc(SCC(=O)c3cc(C)n(CC4CCCO4)c3C)n(C(C)C)c(=O)c2c1C (stereo not drawn)	12	1	5	8	-7	-1	18	2	11	-0.5
CCn1c(=O)cc(SCC(=O)Nc2ccc(Cl)cc2)c2ccccc21	97*	1	0	10	-20	5	14	32	1	0.8
Cc1c(C(=O)NNC(=O)Nc2ccc([N+](=O)[O-])cc2)oc2ccccc12	-17	-21	4	3	-29	3	12	0	4	-0.2
Cn1c(-c2ccccc2)c(C=O)c2ccccc21	9	2	0	-2	-34	-4	-5	3	16	0.5
